Screening results: PubChem, several laboratories
BoNT-A LC inh2: inhibitors of Botulinum neurotoxin A light chain protease; multiplex microsphere protease substrate cleavage, flow cytometry; inhibition, % at 10 µM; AID 588499; 360,000 compounds, 0.17% hits; also: plate controls were buffer without enzyme for full effect and enzyme alone for no effect
UGM FP inh: Mtb UDP-galactopyranose mutase inhibition; 320,000 compounds, 0.06% hits; purified UGM, fluorescence polarization probe displacement; inhibition, % at 10 µM; in the data active = inhibition above about 10%, passing the limit was not always enough
Target sequence (P9WIQ1 whole entry, looked up): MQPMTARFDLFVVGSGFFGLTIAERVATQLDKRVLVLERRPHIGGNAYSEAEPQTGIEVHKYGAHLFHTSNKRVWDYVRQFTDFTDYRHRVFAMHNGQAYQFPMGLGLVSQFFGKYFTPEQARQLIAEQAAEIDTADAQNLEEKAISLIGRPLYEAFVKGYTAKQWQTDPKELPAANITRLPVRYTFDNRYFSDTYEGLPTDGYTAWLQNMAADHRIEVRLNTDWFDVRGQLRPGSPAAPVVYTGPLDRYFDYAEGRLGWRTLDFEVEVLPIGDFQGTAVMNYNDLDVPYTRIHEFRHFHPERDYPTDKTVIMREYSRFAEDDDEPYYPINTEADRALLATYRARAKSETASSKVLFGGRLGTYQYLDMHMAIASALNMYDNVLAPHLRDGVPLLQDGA
Anthrax LF inh2: inhibitors of Bacillus anthracis lethal factor protease. AID 588501. 360,000 compounds, 0.12% hits. inhibition, % at 10 µM. multiplex microsphere protease cleavage assay, LF; also: plate controls were buffer without enzyme for full effect and enzyme alone for no effect
FadD28 binding: M. tuberculosis FadD28 bisubstrate binding inhibition; FadD28 bisubstrate probe binding, fluorescence polarization; inhibition, % at 12.5 µM; 360,000 compounds, 0.22% hits; AID 588549; in the data active = inhibition above about 8.5%, passing the limit was not always enough
PfHsp40 yeast: restores yeast growth despite PfHsp40 toxicity | S. cerevisiae expressing PfHsp40, growth rescue, ATP luminescence | growth rescue, % at 12.5 µM | 340,000 compounds, 0.68% hits; in the data active = growth rescue above about 28%, passing the limit was not always enough;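 also: yeast W303a lacking pdr1 and pdr3 grown in galactose medium; growth measured after three days at 30 °C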
BioA inh: blocks M. tuberculosis BioA enzyme activity; 360,000 compounds, 0.096% hits; AID 602481; purified M. tuberculosis BioA enzyme, plate reader; inhibition, % at 9.99 µM; in the data active = inhibition above about 40%
GDH-TPI counter: GDH-TPI coupled enzyme inhibition counter-screen; GDH-TPI coupled enzyme counterscreen, NADH absorbance; inhibition, % at 4.8 µM; 360,000 compounds, 1.2% hits; AID 588335; in the data active = inhibition above about 30%;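 also: 0% = DMSO wells and 100% = wells lacking the enzyme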
Mtb FBA inh: inhibitors of M. tuberculosis fructose-bisphosphate aldolase; purified M. tuberculosis FBA, fluorescence read-out; inhibition, % at 1 µM; P9WQA3; 360,000 compounds, 2.3% hits; AID 588726; in the data active = inhibition above about 27%;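 also: 0% = vehicle and 100% = reference inhibitor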
Target sequence (P9WQA3 whole entry, looked up): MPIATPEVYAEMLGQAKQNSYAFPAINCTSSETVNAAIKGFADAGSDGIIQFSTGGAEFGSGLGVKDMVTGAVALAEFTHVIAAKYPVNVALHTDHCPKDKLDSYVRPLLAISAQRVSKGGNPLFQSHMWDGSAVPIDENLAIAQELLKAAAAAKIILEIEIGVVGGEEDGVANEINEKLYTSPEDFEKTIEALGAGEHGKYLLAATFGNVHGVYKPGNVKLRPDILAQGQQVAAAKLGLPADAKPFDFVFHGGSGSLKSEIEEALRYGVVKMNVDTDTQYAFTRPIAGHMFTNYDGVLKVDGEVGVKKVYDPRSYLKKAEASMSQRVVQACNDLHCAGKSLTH
BoNT-F LC inh: inhibitors of Botulinum neurotoxin F light chain protease; inhibition, % at 10 µM; AID 588497; 360,000 compounds, 0.22% hits; Multiplex microsphere protease cleavage assay, flow cytometry; in the data active = inhibition above about 35%, passing the limit was not always enough; also: plate controls were buffer without enzyme for full effect and enzyme alone for no effect
* hit, by the source's call. Rule as the data show it, unless noted: active = inhibition above about 30%; inconclusive = no clear call, values can overlap the other calls; inactive = below that.

Preview, four compounds:
Results for COc1ccc(OC)c(CNC(=O)C(C)n2nc(C)c3c(C)n(-c4ccccc4)nc3c2=O)c1 (configuration not stated) ?
BoNT-A LC inh2: 1.4; UGM FP inh: 3.1; Anthrax LF inh2: -2; FadD28 binding: -2.4; PfHsp40 yeast: 1.2; BioA inh: 8.6; GDH-TPI counter: -4; Mtb FBA inh: 3; BoNT-F LC inh: 3

What do the screens show for `CC(NC(=O)C(C)(C)C)C(c1cccs1)N1CCN(Cc2ccccc2)CC1` (configuration not stated)?
BoNT-A LC inh2: -0.7; UGM FP inh: 0.1; Anthrax LF inh2: 5; FadD28 binding: -1.0; PfHsp40 yeast: 2.2; BioA inh: -0.7; GDH-TPI counter: -3; Mtb FBA inh: 2; BoNT-F LC inh: -3

Results for CC(=O)Nc1ccccc1OC(C)C(=O)N1CCC(C)CC1 (configuration not stated) ?
BoNT-A LC inh2: -0.3; UGM FP inh: 0.5; Anthrax LF inh2: -4; FadD28 binding: -0.1; PfHsp40 yeast: 0.2; GDH-TPI counter: 11; Mtb FBA inh: -1; BoNT-F LC inh: 0

How did Cc1ccc(CCN2CC(C(=O)N3CCN(c4ccc(F)cc4)CC3)CC2=O)cc1 (configuration not stated) do in these assays?
BoNT-A LC inh2: 0.5; UGM FP inh: -2.8; Anthrax LF inh2: 0; FadD28 binding: -1.9; PfHsp40 yeast: 2.4; BioA inh: 2.6; GDH-TPI counter: -2; Mtb FBA inh: 5; BoNT-F LC inh: 1

The whole of this part, from the first entry:
Results for COc1ccc(OC)c(CNC(=O)C(C)n2nc(C)c3c(C)n(-c4ccccc4)nc3c2=O)c1 (configuration not stated) ?
BoNT-A LC inh2: 1.4; UGM FP inh: 3.1; Anthrax LF inh2: -2; FadD28 binding: -2.4; PfHsp40 yeast: 1.2; BioA inh: 8.6; GDH-TPI counter: -4; Mtb FBA inh: 3; BoNT-F LC inh: 3

What do the screens show for `CC(NC(=O)C(C)(C)C)C(c1cccs1)N1CCN(Cc2ccccc2)CC1` (configuration not stated)?
BoNT-A LC inh2: -0.7; UGM FP inh: 0.1; Anthrax LF inh2: 5; FadD28 binding: -1.0; PfHsp40 yeast: 2.2; BioA inh: -0.7; GDH-TPI counter: -3; Mtb FBA inh: 2; BoNT-F LC inh: -3

Results for CC(=O)Nc1ccccc1OC(C)C(=O)N1CCC(C)CC1 (configuration not stated) ?
BoNT-A LC inh2: -0.3; UGM FP inh: 0.5; Anthrax LF inh2: -4; FadD28 binding: -0.1; PfHsp40 yeast: 0.2; GDH-TPI counter: 11; Mtb FBA inh: -1; BoNT-F LC inh: 0

How did Cc1ccc(CCN2CC(C(=O)N3CCN(c4ccc(F)cc4)CC3)CC2=O)cc1 (configuration not stated) do in these assays?
BoNT-A LC inh2: 0.5; UGM FP inh: -2.8; Anthrax LF inh2: 0; FadD28 binding: -1.9; PfHsp40 yeast: 2.4; BioA inh: 2.6; GDH-TPI counter: -2; Mtb FBA inh: 5; BoNT-F LC inh: 1

What do the screens show for `COc1ccc(/C=C(\CC(=O)O)c2nc3ccccc3o2)cc1`?
BoNT-A LC inh2: 0.3; UGM FP inh: 3.0; Anthrax LF inh2: -4; FadD28 binding: 1.2; PfHsp40 yeast: -0.9; BioA inh: 0.4; GDH-TPI counter: 14; Mtb FBA inh: 4; BoNT-F LC inh: 0

How did COc1ccccc1-c1nnc(-c2ccc(F)cc2)o1 do in these assays?
BoNT-A LC inh2: -0.9; UGM FP inh: -2.1; Anthrax LF inh2: -3; FadD28 binding: -2.1; BioA inh: -1.3; GDH-TPI counter: -5; Mtb FBA inh: 12; BoNT-F LC inh: 4

How did O=C1CCCN1CC(O)CS(=O)(=O)Cc1ccccc1 (configuration not stated) do in these assays?
BoNT-A LC inh2: 0.8; UGM FP inh: -2.3; Anthrax LF inh2: -18; FadD28 binding: -3.0; PfHsp40 yeast: 1.3; BioA inh: -1.2; GDH-TPI counter: -2; Mtb FBA inh: 2; BoNT-F LC inh: 28

What do the screens show for `COc1cc([N+](=O)[O-])c2nc(C(=O)O)ccc2c1`?
BoNT-A LC inh2: -1.3; Anthrax LF inh2: -14; FadD28 binding: -2.1; PfHsp40 yeast: -0.4; GDH-TPI counter: 4; Mtb FBA inh: -1; BoNT-F LC inh: -34

Results for CCOC(=O)N/N=C/c1ccccc1F ?
BoNT-A LC inh2: 0.6; UGM FP inh: -1.7; Anthrax LF inh2: -3; FadD28 binding: -0.1; PfHsp40 yeast: 0.0; BioA inh: 1.2; GDH-TPI counter: 9; Mtb FBA inh: -2; BoNT-F LC inh: 4

What do the screens show for `COc1ccc(CC(=O)N/N=C(/C)c2ccco2)cc1`?
BoNT-A LC inh2: -0.1; UGM FP inh: 1.5; Anthrax LF inh2: 0; FadD28 binding: -0.9; PfHsp40 yeast: -1.6; GDH-TPI counter: 0; Mtb FBA inh: -6; BoNT-F LC inh: 1

Results for CSc1cccc(NC(C)=O)c1 ?
BoNT-A LC inh2: 0.3; UGM FP inh: 0.5; Anthrax LF inh2: 0; FadD28 binding: -2.8; PfHsp40 yeast: -1.5; GDH-TPI counter: -2; Mtb FBA inh: 0; BoNT-F LC inh: -1

Results for COc1cc(CN(CC2CCCO2)C(=O)c2ccco2)cc(OC)c1OC (configuration not stated) ?
BoNT-A LC inh2: 0.1; UGM FP inh: 0.6; Anthrax LF inh2: -2; FadD28 binding: -3.8; PfHsp40 yeast: -0.4; BioA inh: 0.1; GDH-TPI counter: -11; Mtb FBA inh: -1; BoNT-F LC inh: 6

How did CCCN(CCC)C(=O)c1cc(S(=O)(=O)N2CCCCC2)c[nH]1 do in these assays?
BoNT-A LC inh2: -0.6; UGM FP inh: 0.5; Anthrax LF inh2: -13; FadD28 binding: -0.3; PfHsp40 yeast: 1.3; BioA inh: -0.2; GDH-TPI counter: 13; Mtb FBA inh: 1; BoNT-F LC inh: 6

What do the screens show for `Cc1cc(OC(=O)c2ccc(OC(C)C)cc2)c([N+](=O)[O-])c(=O)[nH]1`?
BoNT-A LC inh2: 0.3; UGM FP inh: 2.3; Anthrax LF inh2: 1; FadD28 binding: -0.9; PfHsp40 yeast: -0.8; BioA inh: -3.2; GDH-TPI counter: 15; Mtb FBA inh: 0; BoNT-F LC inh: 3

What do the screens show for `CC(=O)Nc1cccc(OC(=O)COc2ccc(Br)cc2)c1`?
BoNT-A LC inh2: -1.0; UGM FP inh: -1.8; Anthrax LF inh2: -1; FadD28 binding: -1.7; PfHsp40 yeast: 0.4; GDH-TPI counter: 0; Mtb FBA inh: 3; BoNT-F LC inh: -6

What do the screens show for `O=C(CN1C(=O)c2ccccc2C1=O)NC1CCS(=O)(=O)C1` (configuration not stated)?
BoNT-A LC inh2: -0.3; Anthrax LF inh2: -4; FadD28 binding: -1.5; BioA inh: 0.3; GDH-TPI counter: 8; Mtb FBA inh: -1; BoNT-F LC inh: 0

What do the screens show for `COc1ccc(CCC(=O)Nc2cc(S(=O)(=O)N3CCCCC3)ccc2N(C)C)cc1`?
BoNT-A LC inh2: 0.3; UGM FP inh: -0.6; Anthrax LF inh2: 0; FadD28 binding: -2.0; PfHsp40 yeast: -0.3; BioA inh: 11; GDH-TPI counter: 2; Mtb FBA inh: -1; BoNT-F LC inh: 11

What do the screens show for `Cc1ccc(NC(=O)c2cc(Cl)nc3ccccc23)cc1`?
BoNT-A LC inh2: 0.9; UGM FP inh: 3.7; Anthrax LF inh2: -10; FadD28 binding: -4.7; PfHsp40 yeast: 2.9; BioA inh: -1.6; GDH-TPI counter: -9; Mtb FBA inh: 2; BoNT-F LC inh: 0

What do the screens show for `COc1ccccc1N1CCN(c2ncc(C(=O)N3CCN(c4cccc(Cl)c4)CC3)c3ccccc23)CC1`?
BoNT-A LC inh2: 0.5; UGM FP inh: 2.7; Anthrax LF inh2: -1; FadD28 binding: -2.2; PfHsp40 yeast: -0.7; GDH-TPI counter: -3; Mtb FBA inh: -5; BoNT-F LC inh: -4

How did O=S1(=O)CCOC[C@H](CC2CCCCC2)N1Cc1ccccc1 do in these assays?
BoNT-A LC inh2: 0.2; UGM FP inh: -0.6; Anthrax LF inh2: -6; FadD28 binding: 0.8; PfHsp40 yeast: -0.4; BioA inh: 0.3; GDH-TPI counter: -8; Mtb FBA inh: 3; BoNT-F LC inh: 4

What do the screens show for `COc1ccc(S(=O)(=O)N2CCN(CCO)CC2)cc1-c1nnc2c3ccccc3c(C)nn12`?
BoNT-A LC inh2: -0.6; UGM FP inh: 0.4; Anthrax LF inh2: 6; FadD28 binding: 0.8; PfHsp40 yeast: 1.9; BioA inh: 0.4; GDH-TPI counter: -4; Mtb FBA inh: 0; BoNT-F LC inh: -2

What do the screens show for `Cc1ccc(C(=O)NCC(=O)OCC(=O)c2ccc(C)c([N+](=O)[O-])c2)cc1`?
BoNT-A LC inh2: 0.0; UGM FP inh: 1.5; Anthrax LF inh2: 1; FadD28 binding: -1.1; PfHsp40 yeast: -0.8; GDH-TPI counter: 4; Mtb FBA inh: 4; BoNT-F LC inh: 2

How did CCOC(=O)C1CCCN(C(=O)c2ccc(F)c(Cl)c2)CC1 (configuration not stated) do in these assays?
BoNT-A LC inh2: -0.3; Anthrax LF inh2: -8; FadD28 binding: 0.0; BioA inh: 2.3; GDH-TPI counter: -2; Mtb FBA inh: -1; BoNT-F LC inh: -1

What do the screens show for `CCc1nnc(NS(=O)(=O)c2ccc(NC(=O)c3cc(Cl)ccc3OC)cc2)s1`?
BoNT-A LC inh2: 0.0; UGM FP inh: -2.1; Anthrax LF inh2: 10; FadD28 binding: -4.6; PfHsp40 yeast: 1.4; BioA inh: 0.4; GDH-TPI counter: 3; Mtb FBA inh: 2; BoNT-F LC inh: 1

Results for CC(C)(C)C(=O)COC(=O)c1cc(-c2cccnc2)nc2ccccc12 ?
BoNT-A LC inh2: 0.9; UGM FP inh: -0.2; Anthrax LF inh2: 4; FadD28 binding: -7.2; PfHsp40 yeast: -0.2; GDH-TPI counter: -3; Mtb FBA inh: 5; BoNT-F LC inh: -7

What do the screens show for `CCCc1nc2ccc(Cl)cn2c1Cc1cccc(Cl)c1`?
BoNT-A LC inh2: 1.6; Anthrax LF inh2: -1; FadD28 binding: -13; BioA inh: 2.6; Mtb FBA inh: 1; BoNT-F LC inh: 2

What do the screens show for `Nc1c(Cl)cc(C2=NCCn3c2c2ccc(C(F)(F)F)cc2[n+]3[O-])cc1Cl`?
BoNT-A LC inh2: 0.0; UGM FP inh: -1.2; Anthrax LF inh2: 3; FadD28 binding: 2.1; PfHsp40 yeast: -1.7; BioA inh: 4.1; GDH-TPI counter: 4; Mtb FBA inh: 2; BoNT-F LC inh: -2

How did O=C(c1ccc(Cl)c(S(=O)(=O)NCc2cccnc2)c1)N1CCCC1 do in these assays?
FadD28 binding: -3.7; PfHsp40 yeast: -1.4; BioA inh: -0.5; GDH-TPI counter: -3; Mtb FBA inh: -1

What do the screens show for `COC(=O)N/N=C(\C)c1ccc2ccccc2c1OC(F)F`?
BoNT-A LC inh2: -0.3; UGM FP inh: -3.7; Anthrax LF inh2: -2; FadD28 binding: 0.1; PfHsp40 yeast: 1.1; GDH-TPI counter: 1; Mtb FBA inh: 1; BoNT-F LC inh: -1

How did Cc1cccc(N(C(=O)c2sc(C)nc2C)C(C(=O)NCc2ccco2)c2ccccc2)c1 (configuration not stated) do in these assays?
BoNT-A LC inh2: -1.9; UGM FP inh: 1.0; Anthrax LF inh2: -4; FadD28 binding: -3.6; PfHsp40 yeast: 1.7; BioA inh: 1.3; GDH-TPI counter: 3; Mtb FBA inh: -3; BoNT-F LC inh: -8

What do the screens show for `CC(=O)Nc1nc2ccc(-c3nc4ccccc4o3)cc2s1`?
BoNT-A LC inh2: -0.4; UGM FP inh: -1.8; Anthrax LF inh2: -4; FadD28 binding: -2.1; PfHsp40 yeast: 2.0; BioA inh: -0.6; GDH-TPI counter: 23; Mtb FBA inh: 105*; BoNT-F LC inh: -22

Results for CC(=O)NC(C)Cc1cn(Cc2ccccc2)c2ccccc12 (configuration not stated) ?
BoNT-A LC inh2: 0.3; UGM FP inh: -1.2; Anthrax LF inh2: -8; FadD28 binding: -1.7; PfHsp40 yeast: -0.1; BioA inh: -0.2; GDH-TPI counter: 2; Mtb FBA inh: 2; BoNT-F LC inh: -20
